Screening results (PubChem)
human PMI inhibition: inhibitors of human PMI, primary screen, biochemical, fluorescence intensity, coupled assay (AID 1209) | inhibition, % at 20 µM, or IC50 in µM where a hit was titrated | actives 0.42% (n = 190,000) | purified PMI enzyme, coupled fluorescence intensity; higher % means a stronger effect;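 note: plate controls were DMSO vehicle for no effect and wells lacking substrate for full effect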
XIAP antagonists: XIAP antagonists, biochemical, IAP family, fluorescence polarization (AID 1018) | XIAP BIR domain, fluorescence polarization peptide displacement; higher % means a stronger effect | displacement, % at 20 µM, or IC50 in µM where a hit was titrated | actives 0.007% (n = 200,000); in the data active = displacement above about 50%; note: a part of the inactive calls stands beside numbers as strong as those of hits
TNAP activation fold: human TNAP enzyme activators, primary screen, biochemical, luminescent, no phosphate acceptor, uHTS (AID 1001). actives 0.03% (n = 200,000). activation fold at 20 µM; hits with a dose series show EC50 in µM. purified TNAP, luminescent activation assay, no phosphate acceptor; higher activation fold means a stronger effect; in the data active = activation fold from about 3, or a potency from the dose series; inactive = the rest, 99 in 100 with activation fold below about 1.6; note: many of its hits are not listed in these tables
WT yeast gro inh: growth inhibition of WT yeast, mitochondrial fusion screen | mitochondrial fusion phenotypic screen, WT strain | inhibition, % at 10 µM | actives 2.1% (n = 190,000) | AID 1362; in the data active = inhibition above about 58%; tested in S. cerevisiae
Salmonella PhoP GFP: PhoP-dependent GFP reporter repression – Salmonella Typhimurium, primary screen (AID 1863); S. Typhimurium PhoP-regulated promoter GFP reporter, 4 h; higher % means a stronger effect; inhibition, % at 50 µM; hits with a dose series show IC50 in µM; actives 0.16% (n = 300,000);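 active = inhibition over 29.93%, a cutoff 3 SD above the screen mean, later confirmed by dose response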;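 note: 0% = low Mg2+ inducing control and 100% = high Mg2+ repressing control; strong numbers were not always called active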
Siah-1 displacement: Siah-1 peptide-binding antagonists, primary screen, biochemical, fluorescence polarization, rhodamine-plectin, uHTS (AID 1817). actives 0.02% (n = 290,000). one-dose displacement, % at 20 µM; IC50 in µM for titrated hits. Siah-1 / rhodamine-plectin peptide fluorescence polarization; higher % means a stronger effect;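 active = displacement of at least 50% at 20 µM, with a fluorescence ratio check between 0.3 and a set limit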;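 note: plate controls were Siah plus tracer with DMSO for no effect and tracer alone without Siah for full effect; strong numbers were not always called active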
RSV antiviral HEp-2: inhibition of RSV-induced cytopathic effect – HEp-2 cells, primary 10 µM value included (AID 2391) | HEp-2 cells, RSV-induced CPE inhibition; higher % means a stronger effect | one-dose CPE inhibition, % at 10 µM; IC50 in µM for titrated hits | actives 0.13% (n = 310,000); in the data active = a potency from the dose series; note: strong numbers were not always called active
PMI inhibition: human PMI inhibitors, high substrate, primary screen, biochemical, fluorescence intensity, high mannose 6-phosphate (AID 1220); recombinant PMI enzyme, coupled fluorescence intensity; higher % means a stronger effect; one-dose inhibition, % at 20 µM; IC50 in µM for titrated hits; actives 0.66% (n = 190,000)
Myeloid diff 2: compounds promoting myeloid differentiation | actives 1% (n = 360,000) | AID 624256 | calls only at 10 µM | ER-HoxA9 myeloid progenitors, lysozyme-GFP differentiation, flow cytometry;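 active = normalized GFP-positive differentiation at or above the plate's own cutoff, the solvent-only control mean plus 3 SD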;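 note: cells exposed to compound for four days before flow analysis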
WT yeast gro inh mutant strain: second read-out of WT yeast gro inh, no call of its own (marks repeat the call); inhibition, %; mitochondrial fusion phenotypic screen, mutant strain inhibition
Myeloid diff 2 GFP+ MAC1+ %: recorded beside Myeloid diff 2, whose call it bears; GFP+ MAC1+ double positive, %; measured here: differentiation confirmed by MAC1 staining
* marks the source's active call; other numbers are inactive results; i = inactive; / = no result given. Cut-off read from the data, not from the text of the source, unless noted: active = inhibition above about 50%; inactive = the rest. An unsorted share of the library; any-hit rate near 3.1%.

SMILES	human PMI inhibition	XIAP antagonists	TNAP activation fold	WT yeast gro inh	WT yeast gro inh mutant strain	Salmonella PhoP GFP	Siah-1 displacement	RSV antiviral HEp-2	PMI inhibition	Myeloid diff 2	Myeloid diff 2 GFP+ MAC1+ %
Cc1cc(C)n(-c2ccc(C(=O)O)cc2[N+](=O)[O-])n1	-20%	-8.1%	1.1	-9	-7	-12%	-2%	-0.5%	4%	i	0.1
C/C(=N\NC(=O)CNc1cccc(C(F)(F)F)c1)c1ccc(Br)cc1	24%	-4.4%	1.1	-4	-10	-4%	-3%	6.4%	17%	i	0.0
CC(C)(C)Cc1nnc(NC(=O)CSc2ccccc2)s1	/	/	/	/	/	10%	-4%	1.1%	/	i	0.4
CN(Cc1ccccc1)C(=O)Cn1c(=O)c2cccn2c2cccnc21	/	/	/	/	/	8%	1%	0.8%	/	i	2.5
C[C@@H]1C=C(C(=O)O)O[C@H](OCc2ccc(CO)cc2)C1	6%	-5.9%	1.1	-1	5	-8%	13%	1.7%	5%	i	2.1
C=CCOC(=O)C1=C(C)NC(=S)NC1c1cccs1 (stereo not given)	32%	-1.3%	1	-13	12	-2%	-1%	-0.2%	10%	i	0.1
CCn1c(CNC(=O)Cc2ccc(OC)cc2)nnc1SCC(=O)NC1CCCCC1	-11%	-7.5%	1	-9	-8	1%	-1%	0.7%	-5%	i	0.5
CC(=O)N1c2ccc(S(=O)(=O)N3CCCC3)cc2CC1C(=O)NCc1cccc(F)c1 (stereo not given)	/	/	/	/	/	2%	3%	0.4%	/	i	0.7
CNC(=S)NNC(=O)Cc1ccc(OC)cc1	/	/	/	/	/	-2%	5%	1.9%	/	i	0.4
Cc1cnc(NC(=O)CSc2nnc(COc3c(C)cccc3C)o2)s1	10%	-0.2%	1.1	1	-1	-16%	6%	0.8%	16%	i	2.8
CC1CCCCN1C(=O)CNCC1CCCO1 (stereo not given)	6%	-8.3%	1	-9	10	3%	7%	3.1%	-4%	i	0.0
CCN1C(=O)/C(=C\c2ccc(-c3ccc([N+](=O)[O-])cc3OC)o2)SC1=Nc1cccc(C(=O)O)c1	-9%	-4.7%	0.9	15	-3	1%	-1%	/	47%	i	0.2
CC1CCN(CC(=O)Nc2cccc(C(=O)Nc3cccc(C(F)(F)F)c3)c2)CC1	10%	-12%	1	15	-1	0%	16%	6.6%	9%	i	0.5
COc1cccc(N2CC(C(=O)Nc3nnc(SCC(=O)Nc4ccc(NC(C)=O)cc4)s3)CC2=O)c1 (stereo not given)	/	/	/	/	/	2%	2%	1.4%	/	i	0.7
Cn1c(CC(=O)Nc2ccccc2F)nnc1SCC(=O)Nc1ccccc1Br	/	/	/	/	/	6%	-4%	2.1%	/	i	1.2
COC(=O)CCC(=O)Nc1ccc(NC(=O)CCC(=O)OC)cc1	11%	-7.2%	1	2	-11	0%	-2%	1.8%	9%	i	1.0
COc1ccc(OC)c(NC(=O)c2cc(-c3cc(Cl)ccc3O)n[nH]2)c1	-2%	-0.9%	1.9	21	35	-13%	1%	11%	1%	i	0.6
COc1cc(/C=C2/CCCC(C(=O)C(F)(F)F)=C2O)ccc1O	/	/	/	/	/	-8%	-6%	1.2%	/	i	1.3
CC(=O)c1c(C)n(C)c2ccc(O)cc12	18%	-1.8%	1.1	-11	0	4%	-2%	2.2%	13%	i	0.8
Cc1nonc1NC(=O)OCCN1CCOC1=O	5%	-2.2%	1.1	-9	-5	-2%	-1%	0.2%	-1%	i	6.9
CC(CC(=O)N1CCN(C(=O)c2ccccc2)CC1)c1ccccc1 (stereo not given)	/	/	/	/	/	1%	5%	3.6%	/	i	1.1
CCOC(=O)c1c(NC(=S)NC(C)=O)sc(C)c1C	8%	-4.6%	1	-5	-11	-9%	1%	0.6%	6%	i	0.7
CCCNC(=O)N1CCCC(C(N)=O)C1 (stereo not given)	-4%	-2.7%	1.1	0	16	-2%	6%	0.3%	7%	i	1.1
CCOCCCNC(=O)c1cc(C)nn1-c1ccccc1	6%	-5.1%	1.2	0	-16	8%	7%	2.8%	2%	i	2.3
CC(CNC(=O)c1ccccc1Cl)c1ccccc1 (stereo not given)	/	/	/	/	/	-8%	-2%	2.3%	/	i	0.3

The list continues:
SMILES	human PMI inhibition	XIAP antagonists	TNAP activation fold	WT yeast gro inh	WT yeast gro inh mutant strain	Salmonella PhoP GFP	Siah-1 displacement	RSV antiviral HEp-2	PMI inhibition	Myeloid diff 2	Myeloid diff 2 GFP+ MAC1+ %
COc1cc(CCC(=O)NCc2ccc3c(c2)OCO3)cc(OC)c1OC	/	/	/	/	/	5%	-4%	1.5%	/	i	0.8
Cc1ccc(C(=O)Nc2nnc(C3CCCCC3)s2)o1	11%	-1.8%	1.1	16	18	-8%	1%	0.8%	6%	i	0.7
CCNC(=O)CC1S/C(=N/N=C(\C)c2ccccc2)NC1=O (stereo not given)	2%	-2.1%	1	-11	5	-9%	2%	0.9%	7%	i	0.3
CC(NC(=O)Cn1nnc(-c2ccncc2)n1)c1ccccc1 (stereo not given)	5%	-3.0%	1.1	3	4	2%	-2%	/	4%	/	/
CCOC(=O)C1(Cc2ccccc2C)CCCN(C(=O)c2ccccn2)C1 (stereo not given)	4%	-5.4%	1	7	-8	-1%	-2%	2.1%	-2%	i	0.5
Cc1cc(C)nc(N/N=C/c2cc3c(cc2[N+](=O)[O-])OCO3)n1	-7%	-4.8%	0.9	-6	-23	-5%	-2%	-0.8%	1%	i	0.3
CC(=O)c1cccc(CN2CCc3ccc(NC(=O)C4CCCO4)cc3C2)c1 (stereo not given)	/	/	/	/	/	3%	5%	0.1%	/	i	1.2
N/C(=N\c1nc(CSc2ccc(Cl)cc2)cc(=O)[nH]1)Nc1ccccc1C(F)(F)F	13%	-6.7%	1	-3	-16	-2%	2%	2.0%	1%	i	1.0
CN(CC(=O)N1CCCC1)S(=O)(=O)c1ccc(Cl)cc1	-4%	-4.3%	1.1	-20	-6	-9%	3%	-0.7%	-10%	i	2.6
O=C(O)c1cccc(NC2=C(n3nnc4ccccc43)C(=O)c3ccccc3C2=O)c1	/	/	/	/	/	3%	-2%	1.8%	/	i	0.2
O=C(N/N=C/c1cccnc1)c1ccccc1Br	/	/	/	/	/	-5%	-3%	1.8%	/	i	0.8
COC(=O)c1scc(S(=O)(=O)C(C)(C)C)c1-n1cccc1	/	/	/	/	/	2%	1%	2.5%	/	i	0.6
N#Cc1ccc(N/N=C/c2ccccc2)c([N+](=O)[O-])c1	-12%	-5.0%	0.8	-6	-5	5%	2%	-0.8%	-12%	i	0.0
Cc1ccc(-c2nn(-c3cccc(F)c3)cc2CN2CCN(c3ccccn3)CC2)o1	10%	-5.0%	1	49	38	4%	-7%	15%	6%	i	0.2
CC(C)NC(=O)c1ccc2c(c1)S(=O)(=O)c1ccccc1C2=O	-17%	-7.0%	1.1	5	-1	-9%	-4%	8.7%	-34%	i	0.9
CCOc1ccc(/C=C2\SC(=S)N(N3C(=O)C4CC4C3=O)C2=O)cc1 (stereo not given)	6%	-3.0%	1.1	-15	2	-1%	11%	1.6%	1%	i	0.2
COc1cccc(N2C(=O)C3CCCN3C2c2cccs2)c1 (stereo not given)	6%	-7.3%	1	-5	-1	12%	-1%	2.0%	12%	i	1.0
NS(=O)(=O)c1ccc(NC(=O)c2ccc3nccnc3c2)cc1	/	/	/	/	/	-14%	13%	1.0%	/	i	0.3
COc1ccc(-c2n[nH]c(C)c2-c2cscn2)c(O)c1	/	/	/	/	/	-1%	6%	-1.1%	/	i	0.5
O=C(Nc1ccccc1)NN1CC(=O)N(c2ccc(Cl)cc2)CC1=O	/	/	/	/	/	-1%	14%	0.3%	/	i	0.7
CC(C)=C(NC(=O)c1ccccc1)C(=O)Nc1cccc(C)c1	/	/	/	/	/	-3%	6%	1.9%	/	i	0.9
Cc1ccc(C2CC(=O)c3cnc(NC(=O)c4ccco4)nc3C2)cc1 (stereo not given)	0%	-7.4%	1.1	-1	-5	8%	-4%	/	-1%	i	1.3
COc1ccc(C2CC3(O)CC(C#N)(C(=O)N3)C2(C#N)C#N)cc1 (stereo not given)	/	/	/	/	/	-2%	4%	1.7%	/	i	0.9
O=C(CNS(=O)(=O)c1ccccc1)N/N=C/c1ccc(O)cc1	-12%	-5.7%	1	-7	-14	6%	-3%	2.1%	2%	i	0.7
CCN(CC)CCCNC(=O)CCC(=O)Nc1ccc2nc(N3CCCCC3)cc(C)c2c1	0%	-8.5%	1	11	1	6%	-6%	-0.7%	11%	i	0.6

Next results.
SMILES	human PMI inhibition	XIAP antagonists	TNAP activation fold	WT yeast gro inh	WT yeast gro inh mutant strain	Salmonella PhoP GFP	Siah-1 displacement	RSV antiviral HEp-2	PMI inhibition	Myeloid diff 2	Myeloid diff 2 GFP+ MAC1+ %
CC(Sc1nnc(COc2ccc(Cl)cc2)n1Cc1ccccc1)C(=O)O (stereo not given)	-6%	-2.7%	1.1	-8	-3	0%	2%	1.5%	-3%	i	0.5
CC(C)(CNC(=O)COc1ccccc1Cc1ccccc1)N1CCOCC1	-4%	-9.0%	0.9	7	-1	-5%	-2%	-3.1%	1%	i	0.3
O=C1CCCC(=O)N1c1ccc(Oc2ccc(Cl)cc2)cc1	5%	-7.1%	1.1	15	9	0%	-7%	2.5%	-2%	i	0.2
Cc1c(NC(=O)N(C)C)c(=O)n(-c2ccccc2)n1C	-1%	-3.2%	1.1	-8	-16	0%	-7%	2.4%	-4%	i	0.8
O=C(Nc1ncc(S(=O)(=O)c2ccc([N+](=O)[O-])cc2)s1)c1ccc2ccccc2c1	-19%	-5.2%	1	-2	-10	-12%	3%	4.6%	-7%	i	0.2
CCCC[n+]1ccn(-c2nc3c([N+](=O)[O-])cccc3n2C)c1	/	/	/	/	/	-3%	6%	0.4%	/	i	0.1
COC(=O)C1=NN(c2ccccc2)C2(S1)S/C(=C\c1ccccc1)C(=O)N2c1ccccc1 (stereo not given)	5%	1.4%	1.1	16	-8	13%	3%	-0.4%	1%	/	/
Cc1oc(/N=C/c2ccc3c(c2)OCO3)c(C#N)c1C	-4%	-0.4%	0.9	-3	4	-15%	-3%	3.1%	3%	i	8.6
Cc1ccc(S(=O)(=O)N(CC(=O)N(C(C)C)C(C)C)C(=O)N2CCN(C)CC2)cc1	/	/	/	/	/	-8%	3%	1.8%	/	i	3.6
